aGlu spleen mod – inhibits or activates alpha-glucosidase in human spleen homogenate | P10253 | human spleen homogenate, 4-MU-alpha-glucoside fluorescence | Potency, µM (highest dose often 79.9 µM), without a hit: top-dose activity change, negative = inhibition, usual class: inhibitors | actives 0.006% (n = 240,000) | AID 2112;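 note: 0% = enzyme with vehicle and -100% = no enzyme basal signal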
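Compounds were titrated against alpha-glucosidase in spleen homogenate at pH 5.0, with 1 mM 4-methylumbelliferyl substrate for 40 min at 37 C. Reactions were quenched with pH 10 NaOH/glycine and fluorescence measured.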
GAA glycogen – inhibitors or activators of human alpha-glucosidase glycogen cleavage | P10253 | recombinant GAA, glycogen substrate, Amplex Red glucose oxidase fluorescence | Potency, µM (highest dose often 76.4 µM), for the others: at the highest dose activity change, negative = inhibition, most hits filed as inhibitors | actives 0.38% (n = 300,000) | AID 2100;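 note: 0% = full enzyme reaction and -100% = no-enzyme basal signal; the screen sought inhibitors and activators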
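Recombinant enzyme (4 nM final) with compounds titrated up to 77 uM and bovine liver glycogen (30 ug) in citrate pH 5.0, 0.01% Tween-20, 37 C 40 min. Released glucose detected by Amplex Red/glucose oxidase (Ex 573/Em 610); AC50 from Hill fits.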
GoLoco inh red – RGS12 GoLoco-Gai1 interaction inhibition; Gai1:RGS12 GoLoco peptide FP, rhodamine, 10 min; AID 880; actives 0.44% (n = 230,000); Potency, µM (highest dose often 61.6 µM), for the others: at the top dose activity, negative = inhibition, hits mostly inhibitors; P63096; active = well fitted inhibition curve with a large enough effect, not every such curve was filed as active; inactive = no such curve, though single readings can be large or run the other way; note: % is set by controls: 0 for no effect and ±100 for the full control effect; nearly all actives have a fitted effect of over 30% in size; many of its hits are not listed in these tables
Target sequence (P63096 whole entry, looked up): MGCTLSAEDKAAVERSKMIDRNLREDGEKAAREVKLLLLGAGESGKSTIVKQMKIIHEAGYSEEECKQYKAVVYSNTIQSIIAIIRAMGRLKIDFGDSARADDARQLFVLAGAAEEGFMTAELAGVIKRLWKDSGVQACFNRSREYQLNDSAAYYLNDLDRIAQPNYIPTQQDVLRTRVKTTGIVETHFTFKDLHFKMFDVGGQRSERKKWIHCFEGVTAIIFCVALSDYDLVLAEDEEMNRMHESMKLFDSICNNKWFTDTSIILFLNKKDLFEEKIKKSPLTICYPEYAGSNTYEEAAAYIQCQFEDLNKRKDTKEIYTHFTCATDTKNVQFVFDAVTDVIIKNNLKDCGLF
GAA inh – inhibitors of human lysosomal alpha-glucosidase; P10253; purified human GAA, 4-MU-alpha-glucoside fluorescence; Potency, µM (series often up to 76.9 µM), without a hit: at the highest dose activity change, negative = inhibition, most hits filed as inhibitors; actives 0.005% (n = 200,000);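 note: plate controls were uninhibited enzyme wells for no effect and no-enzyme background for full effect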
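Endpoint fluorogenic read: 20 min room-temperature reaction of 4 nM human alpha-glucosidase with 400 uM 4-methylumbelliferyl-alpha-D-pyranoside, pH 5.0, quenched with 1M NaOH/1M glycine pH 10. AC50 from Hill modeling.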
IMPase Li cell – IMPase inhibition in cells with lithium potentiation; Potency, µM (highest dose often 59.4 µM), for inactives: at the highest dose activity, negative = IMPase inhibition, usual class: inhibitors; actives 0.35% (n = 210,000); CHO-M1 cells, IP1 TR-FRET (IP-One), carbachol + lithium;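 note: IP1 builds up when IMPase is blocked and the TR-FRET signal falls; plate controls were basal vehicle for no effect and high inhibitor control for full effect; nearly all actives have a fitted effect of over 50% in size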
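Steps: plate 2000 CHO-M1 cells per well and culture 16–30 h; add compound and lithium; incubate 30 min, 37C; add d2-IP1 tracer and Eu cryptate anti-IP1 antibody in lysis buffer; read after 10 min at room temperature.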
HTT cytoprotect – Huntington cell model cytoprotection by ATP luminescence | Potency, µM (doses to about 56.4 µM), for the others: cytoprotection (ATP increase), hits mostly activators | PC12 HTT-Q103 induced, cytoprotection, ATP luminescence, 40 h | AID 1471 | actives 0.14% (n = 230,000);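 note: % of control where 0% means no effect; nearly all actives have a fitted effect of over 45% in size; toxic huntingtin expression switched on by the ecdysone agonist tebufenozide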
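Rat PC12, Q103 Htt exon1-GFP fusion, ecdysone promoter; tebufenozide inducer 100 nM final; compound titration; qHTS, 1500 cells/well; ATPlite luminescent read.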
HttQ103 aggreg – inhibitors of mutant huntingtin aggregate formation in PC12 cells; PC12 HttQ103-GFP aggregates, Acumen cytometry, 40 h; Potency, µM (doses to about 46.1 µM), without a hit: at the top dose activity change, negative = inhibition, most hits filed as inhibitors; actives 1.1% (n = 220,000); AID 1688; note: % is set by controls: 0 for no effect and ±100 for the full control effect; nearly all actives have a fitted effect of over 60% in size
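PC12/HTTQ103-GFP, ecdysone-inducible; teb 100 nM; cpd qHTS titration; GFP aggregates read on laser cytometer, Ex 488/Em 500-530 nm.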
* hit, by the source's call; ? = inconclusive; nt = no result given; [ ] = another dose, or the depositor's remark. Unless noted, calls come from the whole dose curve; as a rule, active = well fitted curve in the direction sought with a large enough effect; inconclusive = small, poorly fitted or top-dose-only effect, or another doubt; inactive = no such curve, though single readings can be large; an effect the other way counts as inactive or inconclusive. Potency is the fitted concentration of half-maximal effect. These rows are one share of the data, so the mix of outcomes need not match the whole.

SMILES	aGlu spleen mod	GAA glycogen	GoLoco inh red	GAA inh	IMPase Li cell	HTT cytoprotect	HttQ103 aggreg
O=C(N[C@@H](Cc1ccccc1)C(=O)O)c1ccncc1	12%	-8%	-3%	nt	-13%	21%[10 µM]	-4%[9.22 µM]
COC(=O)C1CCN(CC(=O)Nc2cc(Cl)ccc2OC)CC1	-1%	0%	4%	0%	1%	-19%	-6%
NC(N)=Nc1nc2ccc(Br)cc2c(=O)[nH]1	-2%	6%	4%	?	?	18%	-14%
CCS(=O)(=O)N1Cc2ccccc2CC1C(=O)Nc1ncc(C)s1 (stereo not drawn)	-6%	3%	4%	3%	1%	-48%[inhibitor]	-13%
O=C1C(=O)N(Cc2ccccc2)C(=O)N1CCN1C(=O)c2ccccc2C1=O	0%	3%	6%	-1%	7%	-1%[10 µM]	18%
CC(OC(=O)c1ccccc1O)C(=O)Nc1ccc(Cl)cn1 (stereo not drawn)	1%	-16%	6%	2%	3%	-39%	9%[9.22 µM]
O=C(NCCc1ccncc1)C(F)(F)F	-4%	3%	-5%	-4%	9%[38.3 µM]	3%	-17%
Cc1ccccc1NC(=O)CN1C(=S)NC(C)(C)CC1C (stereo not drawn)	-13%	4%	-1%	-3%	-1%	15%[10 µM]	-8%
Cn1c(=O)c2cc(S(=O)(=O)Nc3cccc(F)c3)ccc2n(C)c1=O	-2%	-11%	-4%	-3%	13%[38.3 µM]	-10%[10 µM]	?
COc1cccc(-c2nnn(CC(=O)NC3CCCC3)n2)c1OC	-5%	-1%	-2%	-3%	-5%[38.3 µM]	?	?
COc1cc(C2/C(=C(\O)c3ccc4c(c3)CC(C)O4)C(=O)C(=O)N2Cc2ccco2)ccc1O (stereo not drawn)	-2%	12%	-2%	-6%	-14%	nt	8%
Cc1ccc(C(=O)CSc2nsc(C)c2C#N)cc1	-15%	-1%	16%	2%	21%[38.3 µM]	11%[10 µM]	-21%
CCc1ccccc1NC(=O)C(CC)Sc1nc2cc3c(cc2c(=O)n1Cc1ccco1)OCO3 (stereo not drawn)	-4%	5%	2%	11%	-3%	-25%[0.074 µM]	16%
COC(=O)C1=C(C)N(CC2CC2)C(=O)N[C@H]1CCc1ccccc1	2%	nt	-3%	nt	17%	1%	nt
Cc1cccc(OCCC(=O)NCC(c2ccccc2)N(C)C)c1 (stereo not drawn)	-1%	0%	-15%	3%	-3%	38%[10 µM]	7%
O=C(/C=C/c1ccc(Cl)cc1)NC1CCS(=O)(=O)C1 (stereo not drawn)	nt	-9%	12%	2%	-19%	-22%	-9%
CCOC(=O)N1CCN(C(=O)Cn2ccc3ccccc3c2=O)CC1	-1%	6%	4%	-7%	-1%	0%[10 µM]	21%
COc1cccc(CCc2nnc(CCC(=O)N3CCCC3c3nccs3)o2)c1 (stereo not drawn)	7%	-2%	5%	-1%	-7%	9%[10 µM]	-4%[9.22 µM]
Cc1ccc(OCC(=O)c2cc(C)n(Cc3ccco3)c2C)c([N+](=O)[O-])n1	5%	-6%	5%	nt	nt	20%[10 µM]	14%[9.22 µM]
CS(=O)(=O)Nc1ccc(C(=O)NCCSC2CCCCC2)cc1	9%	5%	3%	-15%	25%[38.3 µM]	-10%	6%

A draw from above in order of SMILES length, largest number first:
SMILES	aGlu spleen mod	GAA glycogen	GoLoco inh red	GAA inh	IMPase Li cell	HTT cytoprotect	HttQ103 aggreg
Cc1ccc(OCC(=O)c2cc(C)n(Cc3ccco3)c2C)c([N+](=O)[O-])n1	5%	-6%	5%	nt	nt	20%[10 µM]	14%[9.22 µM]
CCOC(=O)N1CCN(C(=O)Cn2ccc3ccccc3c2=O)CC1	-1%	6%	4%	-7%	-1%	0%[10 µM]	21%
COc1cccc(-c2nnn(CC(=O)NC3CCCC3)n2)c1OC	-5%	-1%	-2%	-3%	-5%[38.3 µM]	?	?

(next part)
SMILES	aGlu spleen mod	GAA glycogen	GoLoco inh red	GAA inh	IMPase Li cell	HTT cytoprotect	HttQ103 aggreg
CCC(c1nnnn1Cc1cccs1)N1CCN(c2nc3ccccc3s2)CC1 (stereo not drawn)	-11%	0%	nt	-1%	nt	-22%	-27%
O=C(CCCN1C(=O)/C(=C/c2cccs2)SC1=S)NNC(=O)c1ccncc1	6%	4%	9%	-4%	-1%	nt	20%
O=C1C2C3C=CC(C2C(=O)N1CCCO)C1C2C(=O)N(CCCO)C(=O)C2C31 (stereo not drawn)	-5%	9%	-3%	-5%	-8%[38.3 µM]	15%	-14%[9.22 µM]
COc1ccc(-n2cnnc2SCC(=O)Nc2cccc(S(=O)(=O)N3CCCCC3)c2)cc1	-19%	4%	1%	-4%	-1%	-4%[10 µM]	11%
NC(=O)[C@@H]1CCCNc2c(F)cc([N+](=O)[O-])cc2C(=O)N[C@@H](CCC(=O)O)C(=O)N[C@@H](CO)C(=O)N1	-9%	5%	-3%	-10%	-6%	nt	0%
COc1ccc(OCC(O)CNc2ccc(Br)cc2)cc1 (stereo not drawn)	-10%	-30%	7%	?	46%[activator][38.3 µM]	-20%	?
CCC(Sc1ccccn1)C(=O)Nc1cccc([N+](=O)[O-])c1 (stereo not drawn)	-1%	14%	4%	nt	4%	9%[10 µM]	15%[9.22 µM]
CCCN(C(=O)c1ccco1)c1nnc(-c2ccncc2)s1	5%	5%	8%	-3%	8%	31%[10 µM]	5%
CN1CCN(C(=S)NC(=O)/C=C/c2ccccc2)CC1	3%	7%	6%	-4%	28%[38.3 µM]	0%	18%
Cc1nc(NC(=O)CSc2ccccc2N)sc1C	-13%	-7%	6%	-4%	20%[38.3 µM]	-29%[10 µM]	-29%

5 compounds out of the list above, ordered by the value under aGlu spleen mod, rising.
SMILES,aGlu spleen mod
Cc1nc(NC(=O)CSc2ccccc2N)sc1C,-13%
COc1ccc(OCC(O)CNc2ccc(Br)cc2)cc1 (stereo not drawn),-10%
O=C1C2C3C=CC(C2C(=O)N1CCCO)C1C2C(=O)N(CCCO)C(=O)C2C31 (stereo not drawn),-5%
CCCN(C(=O)c1ccco1)c1nnc(-c2ccncc2)s1,5%
O=C(CCCN1C(=O)/C(=C/c2cccs2)SC1=S)NNC(=O)c1ccncc1,6%

(more compounds)
SMILES	aGlu spleen mod	GAA glycogen	GoLoco inh red	GAA inh	IMPase Li cell	HTT cytoprotect	HttQ103 aggreg
Cc1ccccc1NC(=O)CCN1CCCC1	3%	-5%	130%[activator]	?	4%	-3%[10 µM]	-13%[9.22 µM]
CCN(CCn1cccn1)C(=O)CC1C(=O)NCCN1Cc1cc(OC)cc(OC)c1 (stereo not drawn)	-1%	9%	-15%	nt	-8%	-4%[10 µM]	7%[9.22 µM]
CCOC(=O)CSc1nnc(CNC(=O)Cc2ccccc2)n1-c1ccccc1OC	-1%	4%	-4%	2%	-2%[38.3 µM]	4%	-3%
COc1nc(OCC#N)nc(N(C)C)n1	-6%	-5%	1%	3%	?	18%	-16%
CCCCNC(=O)COC(=O)c1cc2c(C)nn(-c3ccccc3)c2s1	-2%	-11%	-9%	-3%	1%[38.3 µM]	-19%	4%
CSc1nc(Cc2ccc(Cl)cc2)nc2ccccc12	2%	1%	-1%	3%	-2%[38.3 µM]	3%	1%
CN(Cc1ccccc1)c1c([N+](=O)[O-])c(=O)n(C)c2ccccc12	2%	-9%	-2%	nt	nt	-1%[10 µM]	3%[9.22 µM]
O=C(NNS(=O)(=O)c1ccccc1[N+](=O)[O-])c1ccc(F)cc1	-1%	?	6%	-5%	3%	12%[10 µM]	-7%[9.22 µM]
C=CCn1c(SCC(=O)NC2CCCC2)nc2scc(-c3ccco3)c2c1=O	-7%	2%	-2%	-7%	32%[activator][38.3 µM]	-8%[10 µM]	?
Cc1cc(C)nc(SCC(=O)NNC(=O)c2cccs2)n1	-1%	20%	-10%	-11%	1%	nt	-5%
Cc1c2ccccc2cc[n+]1CCCS(=O)(=O)[O-]	nt	0%	-2%	-2%	4%	-3%	-1%
COc1ccc(NC(=O)Cn2c(=O)n(CC(=O)NCc3ccco3)c(=O)c3ccccc32)cc1OC	5%	0%	7%	-5%	3%[38.3 µM]	-2%	13%
CCCC(=O)C1=C(O)C(C(=O)OC)C(C)(C)CC1=Nc1ccc(OC)cc1 (stereo not drawn)	-7%	-6%	6%	1%	8%	-40%[inhibitor]	4%
COc1ccc(S(=O)(=O)N2CCOCC2)cc1N=Nc1sc(N)nc1-c1ccccc1	-15%	10%	20%	-11%	9%	5%[1.9 µM]	15%
CCN(CC)C(=O)CSc1nnc(-c2ccco2)n1N	-1%	15%	4%	?	-3%[38.3 µM]	9%	6%
CCSC1=NN2CCS(=O)(=O)N=C2S1	1%	1%	-32%	6%	-2%	-35%[inhibitor]	11%
COc1ccc(NC(=O)CN(C)CC(=O)Nc2ccc(Cl)cc2F)cc1	0%	2%	3%	0%	3%	-27%	3%
COc1cc(Cl)c(C)cc1NC(=O)c1ccc2c(SCC(=O)O)c3c(nc2c1)CCCC3	-5%	9%	0%	1%	-15%	6%	13%
Cc1nc(-c2ccccc2Cl)sc1C(=O)/C=C/N(C)C	-3%	4%	-2%	2%	-3%	-7%	11%
CCN1CCN(C(=O)C(C)Nc2ccc(OC)cc2OC)CC1 (stereo not drawn)	0%	?	34%[activator]	3%	8%	-28%	25%
C=C(C)[C@H]1CC[C@]2(C(=O)O)CC[C@]3(C)[C@@H](CC[C@H]4[C@@]5(C)CC[C@@H](O)C(C)(C)[C@@H]5CC[C@@]43C)[C@H]12	-11%[29.1 µM]	nt	-3%[21.6 µM]	nt	2%	-34%[inhibitor][17.1 µM]	nt
Cn1cnc([N+](=O)[O-])c1Sc1n[nH]c(N)n1	-3%	-5%	4%	-4%	nt	-11%[10 µM]	-12%[9.22 µM]
COc1ccccc1-n1c(SCC(=O)Nc2nnc(C)s2)nc2c(c1=O)SCC2	-3%	0%	0%	-6%	5%	-3%[10 µM]	4%
C(=C\c1ccco1)/C1=NN(c2ccccc2)C(c2ccco2)C1 (stereo not drawn)	?	3%	46%[activator]	?	?	11%[10 µM]	?
CC(C)(C)c1cc(C(=O)NNS(=O)(=O)c2ccccc2)n[nH]1	5%	-17%	5%	nt	nt	12%[10 µM]	-3%[9.22 µM]
Cc1ccc(N2C(=O)C3C(C(=O)c4ccccc4)=NN(c4ccccc4)C3C2=O)cc1 (stereo not drawn)	11%	-3%	4%	2%	-3%	25%[10 µM]	-8%
Cc1ccc(NC2=NC(C(=O)Nc3ccc(C)c(C)c3)CC(=O)N2)cc1 (stereo not drawn)	0%	4%	-2%	-3%	20%[38.3 µM]	4%	2%
Cc1ccc(NC(=O)c2cccs2)cc1S(=O)(=O)Nc1cccc(Cl)c1	8%	-9%	-9%	-6%	1%	4%[1.9 µM]	-1%
O=C(CCNS(=O)(=O)c1ccccc1F)NCc1ccc2c(c1)OCO2	-6%	2%	8%	-4%	-7%[38.3 µM]	-9%	15%

Bioassay records (PubChem BioAssay)
